# Assay outcomes from PubChem.
# EBV LMP1 NFkB – EBV LMP1-driven NF-kappaB luciferase reporter inhibitors, primary screen, cell-based, luminescence, single point; 350,000 tested, 0.69% active; LMP1-induced NF-kappaB luciferase reporter cells; inhibition, % at 12.5 µM; in the data active means inhibition above about 41%;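 further: 0% = neutral control wells and 100% = reference inhibitor control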
# Shn3 3UTR inh – reduction of Shn3 3'UTR firefly luciferase signal, primary screen, Schnurri-3 inhibitor project, cell-based, Clone20 osteoblasts, set 2 | Clone20 osteoblast Shn3 3'UTR firefly luciferase, 24 h | inhibition, % at 12.5 µM | 360,000 tested, 0.52% active | AID 588674, 2011;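 active means mean inhibition of at least 75% with every replicate also reaching 75%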;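 further: 0% = median of neutral control wells and 100% = pilot-screen positive control compound; some compounds past the cut are filed as inactive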
# KKLEB tox – cytotoxicity in KKLEB CF airway cells, primary screen, cytotoxicity control for CF NF-kB inhibitor project, cell-based, uHTS, fluorescence assay plates; activity change (cytotoxicity), % at 5 µM; 360,000 tested, 0.36% active; AID 602141, 2011; KKLEB CF airway cells viability, ATPlite luminescence, overnight; stronger effect = lower value; cells stimulated with P. aeruginosa culture filtrate;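 active means corrected activity change at or below -50% at 5 µM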
# Peg3 prom inh – Peg3 promoter-driven luciferase inhibitors, primary screen, cell-based, HeLa, luciferase luminescence; HeLa PEG-Prom luciferase reporter, overnight; inhibition, % at 20 µM; 360,000 tested, 1.7% active;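 active means inhibition of at least 50% at 20 µM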
# HIF-2a block – HIF-2a reporter inhibitors, primary screen, luminescence, 786-0 RCC cells. 786-0 RCC cells HIF-2a reporter, luciferase luminescence, overnight. inhibition, % at 18.8 µM. 360,000 tested, 0.72% active;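 active means inhibition of the luminescence signal of 40% or more relative to plate controls, in a single-dose primary screen at 18.75 µM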
# CF NFkB block – inhibitors of PAF-induced NF-kB signaling, primary screen, cell-based, GFP fluorescence, uHTS; KKLEB NF-kB-GFP reporter, GFP fluorescence overnight; 360,000 tested, 0.86% active; inhibition, % at 5 µM; AID 588850, 2011;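 active means at least 50% inhibition at 5 µM, scaled per plate between neutral and stimulator controls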;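 further: PAF is a Pseudomonas aeruginosa culture filtrate used as stimulus; plate controls were PAF-stimulated DMSO wells for no effect and unstimulated DMSO wells for full effect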
# MITF TRPM1 inh – inhibitors of MITF-dependent TRPM1 promoter reporter, primary screen, cell-based, SK-MEL-5, single point, luciferase; SK-MEL-5 TRPM1 promoter luciferase, 24 h; inhibition, % at 12.5 µM; 330,000 tested, 0.83% active;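 active means mean inhibition across replicates of 60% or more, whatever share of single replicates reaches that level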; further: values of inactives mirror those of a sister screen read the other way
# NR2E3 ag-1 – inhibitors of NR2E3-RetCOR corepressor binding, primary screen, NR2E3 agonist project, biochemical, TR-FRET, GST-NR2E3, biotin-RetCOR; 320,000 tested, 0.12% active; inhibition of corepressor binding, % at 4.78 µM; AID 2300, 2010; Photoreceptor-specific nuclear receptor (Homo sapiens), Q9Y5X4; 1536-well;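 active means percent inhibition above the cutoff of mean plus 3 SD of all tested compounds, set per screening campaign, cut at about 20% in these data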;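 further: 0% = DMSO wells and 100% = biotin wells as full block of FRET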
# Target sequence (Q9Y5X4 whole entry, looked up): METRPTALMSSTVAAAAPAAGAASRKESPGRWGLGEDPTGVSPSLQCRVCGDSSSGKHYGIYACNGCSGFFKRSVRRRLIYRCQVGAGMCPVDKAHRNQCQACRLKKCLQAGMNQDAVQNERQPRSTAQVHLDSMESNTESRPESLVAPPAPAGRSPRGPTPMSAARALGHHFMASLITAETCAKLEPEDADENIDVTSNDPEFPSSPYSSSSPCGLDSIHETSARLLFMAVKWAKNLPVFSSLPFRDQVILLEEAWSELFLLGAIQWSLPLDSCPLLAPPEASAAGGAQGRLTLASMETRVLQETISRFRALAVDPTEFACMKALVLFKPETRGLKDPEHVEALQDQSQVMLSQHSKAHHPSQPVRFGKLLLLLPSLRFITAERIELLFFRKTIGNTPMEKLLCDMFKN
#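 Material: NR2E3–RetCOR corepressor complex / Incubation: Compound–protein incubation for 5 h at 4 °C / Dosing: compound at 4.8 µM, single dose / Detection: time-resolved FRET / Benchmarks: high control biotin, low control 0.6% DMSO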
# TRAIL sens C8 – viability loss with TRAIL in NB7+C8 cells, primary screen, TRAIL sensitizer project, cell-based, ATPlite luminescence | 360,000 tested, 1% active | inhibition (viability loss, TRAIL sensitization), % at 10 µM;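 active means compounds causing at least 50% loss of cell viability in the single-dose screen, relative to plate controls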
# NR2E3 ag-2 – NR2E3 agonists in two-hybrid cells, primary screen, cell-based, luminescence, CHO-S, Gal4-NCOR/VP16-NR2E3; Photoreceptor-specific nuclear receptor (Homo sapiens), Q9Y5X4; luciferase; inhibition of corepressor binding, % at 3.98 µM; 360,000 tested, 0.35% active; AID 602229, 2012;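 active means inhibition above the mean of all tested compounds plus 3 SD, cut at about 70% in these data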;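 further: 0% = DMSO with NR2E3 transfected cells and 100% = cells lacking NR2E3 construct; higher means lower luciferase signal from less NR2E3 corepressor binding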
# iPSC survival up – enhancers of single-cell hiPSC survival, primary screen, ATPlite luminescence. 100% = ROCK inhibitor wells, 0% = DMSO. survival enhancement, % at 20 µM. 360,000 tested, 0.044% active; in the data active means survival enhancement above about 18%;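 further: cells exposed to compounds for 16 hours before the ATP read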
# * marks the source's active call; other numbers are inactive results; . = not tested or not shown; & = joins results of further samples. A portion of the library; count on the stated rates, not on these rows.
SMILES,EBV LMP1 NFkB,Shn3 3UTR inh,KKLEB tox,Peg3 prom inh,HIF-2a block,CF NFkB block,MITF TRPM1 inh,NR2E3 ag-1,TRAIL sens C8,NR2E3 ag-2,iPSC survival up
O=C(NC(c1ccccc1)c1ccccc1)C1CCCC1,-15,-9,6,9,10,6,-10,-1,-4,6,0.1
O=C(COC(=O)c1cc(S(=O)(=O)N2CCOCC2)ccc1F)Nc1ccccc1C(F)(F)F,5,17,7,6,9,-27,.,.,-7,-5,1.8
CCCCCCCCNCCS(=O)(=O)NCCCCCCCC,1,13,-22,95*,51*,19,29,.,-1,0,-2.6
Cc1cccc(S(=O)(=O)NC(=O)C2(C)CCN2C(=O)Cc2ccc(-c3ccccc3)cc2)c1 (stereo not given),.,10,12,12,25,-19,.,.,-9,-8,2.1
O=C1CCN(C(=S)NCCc2ccccc2)CC1,-4,-26,-3,-10,-13,3,7,-2,-11,-48,0.3
O=c1c2c3nc4ccccc4nc3n(CCN3CCOCC3)c2ncn1CCN1CCOCC1,4,17,-4,10,2,-4,6,.,-15,1,0.0
O=C(NCc1ccccc1)NCC12CC3CC(CC(C3)C1)C2,-1,-13,-2,-4,6,-12,-1,-5,-3,6,-0.6
Cc1ccc(C(=O)Nc2cccc(C(F)(F)F)c2)cc1NC(=O)c1csc(-c2ccncc2)n1,17&22,23&-19,-3&1,39&31,-29&-18,29&7,-8,3,19&10,-24&-20,-0.5&1.1
COc1cc(NC(=S)Nc2ccc(N(C)C(C)=O)cc2)cc(OC)c1,9,4,1,-9,2,0,16,-2,-10,-9,2.7
O=C(O)c1ccc2c(c1)ncn2C1CCCCCC1,-15,-14,25,14,8,-18,-36,0,0,-11,0.5
Cc1c(/C=C2\SC(=O)N(CC(=O)Nc3ccc4c(c3)OCO4)C2=O)c2ccccc2n1C,1,22,-2,14,-15,-18,8,5,2,-15,0.7
Cc1ccc(S(=O)(=O)NNC(=S)Nc2cccc(C)c2C)cc1,-3,15,-4,-15,6,-1,-11,-1,-5,-10,-0.6
c1coc(-c2nnc(-c3cccs3)o2)c1,-12,-26,-5,-147,-164,-3,-26,1,13,-57,0.3
N/C(=N\OC(=O)c1ccc([N+](=O)[O-])cc1Cl)c1ccccn1,56*,17,-30,50*,41*,-25,56,-2,88*,-114,-0.7
CCN1CCN(c2ccc(S(=O)(=O)N3CCOCC3)cc2N)CC1,3,-2,-6,10,5,-2,-6,.,-31,33,-2.2
O=C1CC2(CCN1)CCN(Cc1ccccc1)CC2,-6,-21,6,-5,-1,11,0,.,-6,-1,-1.0
Cc1csc(N(C(=O)CCNC(=O)c2ccc([N+](=O)[O-])cc2)c2ccccc2)n1,0,-34,-12,17,10,20,15,0,-10,-9,-4.3
c1ccc(Oc2cccc(Oc3ccccc3)n2)cc1,-2,-9,4,-3,6,2,-13,3,24,-2,0.2
Cc1c(C(=O)c2ccc3c(c2)OCO3)ccc2c1OCO2,3,-4,-16,-52,-95,23,8,.,16,-33,-0.6
CCNc1nc(Oc2ccc(C#N)cc2)cc(C(F)(F)F)n1,9,26,1,32,15,5,26,2,5,-22,-0.5
COCCSc1nc2c(c(=O)[nH]c(=O)n2C)n1CCC(C)C,9,11,-3,-1,11,9,-11,3,-5,9,0.7
Cn1c(=O)c2c(ncn2CC(=O)N/N=C/c2cn[nH]c2-c2ccc(F)cc2)n(C)c1=O,-1,-9,10,-4,10,-33,2,0,-13,-30,3.5
C/C(CCC(C)C)=N\Nc1cc(C)c2ccccc2n1,0,-11,8,0,-1,-14,4,4,-17,-6,0.1
Cc1c(-c2ccccc2)oc2c(C(=O)N3CCN(c4ccccc4F)CC3)cccc2c1=O,5,17,6,31,26,41,-2,1,8,-25,0.7
CCn1c(COc2ccc(C)cc2)nnc1SCC(=O)C(C)(C)C,-6,16,-2,12,14,11,0,-4,3,0,0.4
O=C(Nc1cc(S(=O)(=O)N2CCOCC2)ccc1N1CCCC1)c1ccccc1F,2,-17,2,8,11,-12,.,.,20,-17,-1.3
COC(=O)CSc1nnc(-c2cccnc2)n1-c1cccc(OC)c1,-6,-9,-19,-6,-30,17,-2,1,-7,-6,-0.1
Cc1c(Cl)cccc1NC(=O)CSCc1cc(=O)[nH][nH]1,-10,-10,-11,13,-13,-5,-15,3,11,-28,-1.2
Cc1ccc(S(=O)(=O)C(C#N)c2nc3ccccc3nc2N2CCCC2)cc1C (stereo not given),-3,-17,-7,4,9,12,5,5,-7,4,-0.4
COC(=O)c1ccc(OCC2c3cc(OC)c(OC)cc3CCN2C(C)=O)cc1 (stereo not given),-4,17,-17,12,7,28,-2,-4,-10,-26,-0.7
COc1ccc(S(=O)(=O)N2CCC(C(=O)N[C@@H](C)C(=O)NCc3ccncc3)CC2)cc1,0,-2,29,-6,9,10,-5,-2,-9,1,0.0
NC(=O)c1cccc(-c2noc(-c3ccccc3F)n2)c1,11,1,11,-159,-156,-28,-31,-2,25,-153,-2.9
CCN1C(C)=C(C)S/C1=C1\SC(=S)N(N)C1=O,-4,-7,-1,4,6,-5,-8,-8,-17,0,3.6
CC1=C(C)CS(=O)N(c2ccc(S(N)(=O)=O)cc2)C1 (stereo not given),4,-13,9,10,26,-13,10,-1,-5,-14,-0.8
O=C(CSc1ccccc1)Nc1cccnc1,16,-32,-3,-20,-42,0,3,-1,10,9,3.7
CC(C)(C)c1ccc(COn2ccnc2)cc1,-4,-17,6,-19,-20,-6,-7,0,7,-13,-2.2
Cc1cccn2c(=O)nc(SCC(=O)N3CCCC3)nc12,-1,-33,-1,3,19,0,7,-2,5,-20,-0.3
COC(=O)CCC(C)N1CCC(Oc2ccc(C(=O)N3CCCC3)cc2)CC1 (stereo not given),-1,12,16,-16,4,1,7,3,-6,19,-0.4
C/C(=C/Cc1c(O)cc2oc(C)cc(=O)c2c1O)COC1OC(CO)C(O)C(O)C1O (stereo not given),0,-2,-13,9,5,20,6,-3,-24,-26,0.1
O=C(NC(=S)Nc1nc(-c2ccc(Cl)cc2)cs1)c1cccs1,-8,-1,7,4,-7,-13,-4,5,-9,5,3.9

# Single values from the results shown:
# For TRAIL sens C8, `O=C(CSc1ccccc1)Nc1cccnc1` is listed with 10
# For Peg3 prom inh, `COC(=O)CCC(C)N1CCC(Oc2ccc(C(=O)N3CCCC3)cc2)CC1` (stereo not given) is listed with -16
# For iPSC survival up, `COCCSc1nc2c(c(=O)[nH]c(=O)n2C)n1CCC(C)C` is listed with 0.7

# Given tab-delimited: part of the list above.
Structure	EBV LMP1 NFkB	Shn3 3UTR inh	KKLEB tox	Peg3 prom inh	HIF-2a block	CF NFkB block	MITF TRPM1 inh	NR2E3 ag-1	TRAIL sens C8	NR2E3 ag-2	iPSC survival up
CC(C)(C)c1ccc(COn2ccnc2)cc1	-4	-17	6	-19	-20	-6	-7	0	7	-13	-2.2
NC(=O)c1cccc(-c2noc(-c3ccccc3F)n2)c1	11	1	11	-159	-156	-28	-31	-2	25	-153	-2.9
CCn1c(COc2ccc(C)cc2)nnc1SCC(=O)C(C)(C)C	-6	16	-2	12	14	11	0	-4	3	0	0.4

# Grouped by structure, those above containing a thiophene ring, fused or not (two)
SMILES,EBV LMP1 NFkB,Shn3 3UTR inh,KKLEB tox,Peg3 prom inh,HIF-2a block,CF NFkB block,MITF TRPM1 inh,NR2E3 ag-1,TRAIL sens C8,NR2E3 ag-2,iPSC survival up
c1coc(-c2nnc(-c3cccs3)o2)c1,-12,-26,-5,-147,-164,-3,-26,1,13,-57,0.3
O=C(NC(=S)Nc1nc(-c2ccc(Cl)cc2)cs1)c1cccs1,-8,-1,7,4,-7,-13,-4,5,-9,5,3.9

# (cont.)
SMILES,EBV LMP1 NFkB,Shn3 3UTR inh,KKLEB tox,Peg3 prom inh,HIF-2a block,CF NFkB block,MITF TRPM1 inh,NR2E3 ag-1,TRAIL sens C8,NR2E3 ag-2,iPSC survival up
Cc1cccc(NC(=S)N2CCC(C(=O)c3ccc(F)cc3)CC2)c1,-11,29,-18,6,-16,3,6,.,4,-6,3.8
O=c1[nH]c(CN2CCCCC2)nc2c1C1(CCCCC1)Cc1ccccc1-2,-7,-11,1,18,15,-9,8,0,25,-14,-3.3
COc1ccc(CN2CCN(C(=O)c3ccco3)CC2)cc1OCc1ccccc1,10,22,2,19,16,14,-7,1,9,22,-0.4
O=C(O)c1ccccc1NCc1ccco1,-1,-11,-3,3,15,-10,10,-1,15,-1,-0.3
Clc1ccc(Nc2ccc(-n3ccnc3)nn2)cc1Cl,-3,-3,3,-26,-28,-36,-31,-1,3,-25,-1.8
Cc1cccc(N(C(=O)c2csnn2)C(C(=O)NC2CCCCC2)c2ccncc2)c1 (stereo not given),-6,9,9,1,5,14,-25,2,-12,2,0.1
COc1ccc(CNC(=O)COC(=O)CCCOc2ccc(Cl)cc2Cl)cc1OC,1,5,5,-2,31,6,3,0,23,-7,-2.1
CSc1ncccc1C(=O)OCC(=O)NCCC1=CCCCC1,1,-3,4,-9,4,23,4,3,-2,7,-0.6
CCN(CC)CC(O)CN1c2ccccc2Sc2ccccc21 (stereo not given),4,31,-7,-2,-1,-3,-13,0,-9,-8,-0.4
CCOc1cc(C)nc(NCc2ccccc2)n1,-15,7,-22,-12,5,16,6,-3,-1,-4,5.2
COc1cccc(-n2nc(C(=O)NCC3CCCO3)c3ccccc3c2=O)c1 (stereo not given),0,-8,0,-2,7,1,8,2,-11,-10,0.2
COc1ccccc1NC(=O)/C=C/c1cc([N+](=O)[O-])ccc1OC(F)F,12,9,7,39,5,29,6,3,-16,3,-0.3

# One compound at a time (already shown). Order of values: EBV LMP1 NFkB, Shn3 3UTR inh, KKLEB tox, Peg3 prom inh, HIF-2a block, CF NFkB block, MITF TRPM1 inh, NR2E3 ag-1, TRAIL sens C8, NR2E3 ag-2, iPSC survival up
# Profile of O=C(O)c1ccccc1NCc1ccco1 = -1, -11, -3, 3, 15, -10, 10, -1, 15, -1, -0.3
# Profile of COc1ccccc1NC(=O)/C=C/c1cc([N+](=O)[O-])ccc1OC(F)F = 12, 9, 7, 39, 5, 29, 6, 3, -16, 3, -0.3
# Profile of CSc1ncccc1C(=O)OCC(=O)NCCC1=CCCCC1 = 1, -3, 4, -9, 4, 23, 4, 3, -2, 7, -0.6
